Screens (PubChem BioAssay)
CFTR F508del cor – correctors of CFTR F508del function in bronchial epithelial cells. activity (quench increase), % at 7.58 µM. 350,000 tested, 0.36% active. AID 720511. CFBE cells, YFP halide quenching; stimulated with forskolin plus potentiator P3; % fluorescence drop versus neutral controls;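 active means mean added fluorescence quench of at least 8% versus neutral control, with both replicates also reaching 8%; inconclusive means only one of the mean or replicate conditions met; inactive means mean below 8% and not both replicates reaching 8%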;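 further: cells transiently co-express mutant CFTR-F508del with the halide-sensitive YFP; corrector assay measuring rescue of mutant channel to the surface after 24 h compound exposure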
ERp5 inh – blocks human ERp5 reductase activity on insulin. AID 651711. ERp5 insulin aggregation, absorbance 650 nm, 90 min. 350,000 tested, 0.05% active. inhibition, % at 9.99 µM;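 active means mean replicate inhibition above about 25%, with every replicate also reaching it, limit read from the data, passing the limit was not always enough; inconclusive means only one of those two criteria met; inactive means neither criterion met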
Target sequence (Q15084 whole entry, looked up): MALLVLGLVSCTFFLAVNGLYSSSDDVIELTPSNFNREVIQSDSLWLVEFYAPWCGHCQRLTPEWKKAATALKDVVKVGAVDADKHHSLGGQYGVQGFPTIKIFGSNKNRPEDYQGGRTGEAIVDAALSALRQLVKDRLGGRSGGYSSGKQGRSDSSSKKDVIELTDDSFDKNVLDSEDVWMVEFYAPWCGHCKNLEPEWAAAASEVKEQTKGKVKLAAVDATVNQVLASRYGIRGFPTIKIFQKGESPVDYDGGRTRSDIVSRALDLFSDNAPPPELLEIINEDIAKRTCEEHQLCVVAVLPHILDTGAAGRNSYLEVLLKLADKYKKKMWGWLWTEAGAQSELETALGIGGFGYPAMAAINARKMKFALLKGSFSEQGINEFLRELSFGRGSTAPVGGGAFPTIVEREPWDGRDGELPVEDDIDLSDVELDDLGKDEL
GSIS activator – primary screen for activators of insulin secretion dependent on glucose, INS-1E cells, GLuc reporter luminescence | INS-1E GLuc reporter insulin secretion, 2-3 h | activation, % at 16.6 µM | 370,000 tested, 0.61% active;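 active means lowest replicate activation of at least 40%, so every replicate reaches that level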;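 further: 0% = median of neutral control wells and 100% = median of IBMX positive control wells; some compounds called inactive have numbers as strong as hits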
PAX8 reporter – PAX8 transcriptional activity inhibition; inhibition, % at 12.6 µM; RMG-I TPO-luciferase reporter, SteadyGlo, 24 h; AID 652154; 360,000 tested, 1.2% active;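 active means mean replicate inhibition at least 60% with every replicate also reaching 60%; inconclusive means only one of the two criteria is met; inactive means mean below 60% and not all replicates reaching 60%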;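 further: luciferase light reporting Pax8 driven TPO promoter activity; plate controls were median of neutral control wells for no effect and mitoxantrone controls for full effect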
EWS-Fli block – inhibitors of EWS/Fli oncoprotein transcriptional activity. A673 NR0B1-luciferase reporter, viability-normalised. inhibition, % at 12.6 µM. 350,000 tested, 0.67% active. AID 651661;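 active means mean inhibition of at least 50% after viability correction, with every replicate also passing that limit; inconclusive means mean reaches 50% but only one of two replicates passes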;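 further: firefly luciferase signal divided by Alamar Blue viability fluorescence both relative to DMSO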
ARNT-TACC3 inh – disrupts binding between human ARNT and TACC3 | AID 623870 | 390,000 tested, 0.66% active | inhibition, % at 9.99 µM | AlphaScreen His-ARNT PAS-B/GST-TACC3 binding, luminescence; TACC3 fragment carries E629A point mutation | Q9Y6A5;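 active means mean inhibition of replicates at least 50% and at least half of replicates each reaching 50%; inconclusive means half or more replicates reach 50% but mean below 50%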;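 further: 0% = complete ARNT plus TACC3 wells and 100% = ARNT alone without TACC3; many hits fall short of the cut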
DENV2 CPE rescue – inhibitors of DENV2 cytopathic effect | AID 651640 | 350,000 tested, 1.7% active | DENV2-infected cells, cytopathic effect rescue, plate reader | CPE inhibition, % at 9.99 µM; in the data active means CPE inhibition above about 20%, passing the limit was not always enough; inconclusive means no clear call, values can overlap the other calls; tested in BHK-21 cells;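 further: 0% = median of neutral control wells and 100% = median of positive control wells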
XiGFP reactiv – activators of X-chromosome reactivation in mouse fibroblasts. XiGFP mouse fibroblasts, % GFP-positive cells imaging, 3 d; cells co-treated with 5-aza-dC sensitizer; scaled so ellipticine positive control = 100%. 360,000 tested, 0.055% active. activation, % at 7.58 µM;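 active means mean normalized replicate activation at least 10% and every replicate at or above 10%; inconclusive means only one of the two criteria met; inactive means mean below 10% and not all replicates reach 10%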;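 further: 0% = median of on-plate neutral control wells and 100% = ellipticine 6 µM median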
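material = 68-5-11 XiGFP fibroblast line | medium = DMEM plus 5-aza-dC sensitizer | schedule = 3 days compound exposure | benchmarks = positive control ellipticine, 6 µM final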
* hit, by the source's call; u = inconclusive; x = not tested or not shown; & = joins results of further samples. Random draw from the library; 4.2% or so of the library scored in one or more.

SMILES	CFTR F508del cor	ERp5 inh	GSIS activator	PAX8 reporter	EWS-Fli block	ARNT-TACC3 inh	DENV2 CPE rescue	XiGFP reactiv
COc1ccc(S(=O)(=O)Nc2ccc3c(c2)C(=O)N([C@@H](C)CO)C[C@@H](C)[C@H](CN(C)C(=O)Nc2c(C)noc2C)OCCCC[C@@H](C)O3)cc1	-1.5	-2	4	-4	-2	-2	20	0.1
C[n+]1c(-c2ccc(C=NNC(=O)c3ccc(C(=O)NN=Cc4ccc(-c5cn6ccccc6[n+]5C)cc4)cc3)cc2)cn2ccccc21	2.3	-6	x	3	1	-7	u	0.0
Clc1ccc(-c2c[n+]3c(n2-c2ccccc2)SCC3)cc1	-0.8	6	-5	26	4	-3	0	0.5
COc1ccccc1CC(=O)N1CCN(S(=O)(=O)c2cccs2)CC1	-1.2	18	18	6	x	0	u	0.0
CCCNC(=O)[C@H]1[C@H](CO)[C@H]2Cn3c(ccc(-c4ccncc4)c3=O)[C@H]2N1C(=O)c1ccccc1F	-1.3	6	6	x	-2	10	-3	0.6
CC(=O)/C(=N/Nc1ccccc1Cl)Sc1nnc(C(O)c2ccccc2)n1-c1ccccc1 (stereo not drawn)	x	x	-10	-2	x	1	x	0.1
O=C1SCC(c2ccc(Cl)cc2Cl)=NN1Cc1nnc(-c2ccccc2)o1	x	x	0	-15	x	0	x	0.1
Cc1nccn1CC(=O)N/N=C/c1cccs1	-3.9	4	2	18	1	0	-3	0.2
C[C@H]1CN([C@@H](C)CO)C(=O)Cc2cc(NC(=O)CCCCCC(=O)Nc3ccccc3N)ccc2O[C@@H]1CN(C)S(=O)(=O)c1ccc(F)cc1	2.2	4	-4	-27	-8	x	0	-0.1
Cc1ccc(SCC(=O)OCC(=O)N(CC(C)C)c2c(N)n(Cc3ccccc3)c(=O)[nH]c2=O)c(C)c1	0.8	-15	-27	1	1	0	-2	-0.2
CC(C)NC(=O)C(c1ccc(F)cc1)N(Cc1ccco1)C(=O)CCC(=O)Nc1ccccn1 (stereo not drawn)	0.4	-14	-8	2	1	0	7	0.0
COC(=O)c1ccc(NC(=O)Cn2c(-c3nonc3N)nc3ccccc32)cc1	-0.4	4	-3	9	-6	-14	-2	0.0
COc1cccc(-c2cc(C(=O)Nc3cc(C)n(Cc4ccc(Cl)cc4)n3)no2)c1	1.2	4	-5	x	-7	-3	2	x
O=C(NCc1ccccn1)c1cccc(S(=O)(=O)Nc2ccc(SC(F)F)cc2)c1	1.6	2	-20	-6	5	7	-4	-0.2
Cc1cccc(NC(=O)CCC2CCN(C(=O)C3CC=CCC3)CC2)c1 (stereo not drawn)	2.5	-1	-11	x	-6	2	-1	0.1
CC1=CC(C)(C)NC(=S)N1c1cccc(Cl)c1	-1.4	4	x	16	-4	-1	-6	0.1
C[C@H](CO)N1C[C@H](C)[C@@H](CN(C)C(=O)c2ccc3c(c2)OCO3)Oc2ncc(C#Cc3ccccc3F)cc2C1=O	-4.3	3	-16	x	10	-1	-7	-0.6
C[C@H]1CN([C@@H](C)CO)C(=O)c2cc(C3=CCCCC3)cnc2O[C@@H]1CN(C)Cc1ccccc1C(=O)O	-1.9	1	35	x	6	41	-6	0.1
COc1ccc(CCNC(=O)Cn2ccc3c(OC)cccc3c2=O)cc1OC	-2.0	4	6	-29	-13	-8	-4	0.0
CCOC(=O)c1c(C)[nH]c(C(=O)NNC(=O)c2ccc(C(C)(C)C)cc2)c1C	x	-1	x	-16	-45	-5	-3	-0.1
Cc1ccccc1C(=O)NCCN=C1NS(=O)(=O)c2ccccc21	2.5	-4	9	7	-1	3	u	0.0
Cc1cc(C)cc(OCC(=O)O/N=C(\N)c2cccnc2)c1	-0.9	-3	x	-16	-1	x	-5	0.0
O=C(CSc1nc2ncccc2[nH]1)Nc1ccccc1-c1ccccc1	-1.3	-6	-2	18	3	-1	1	0.0
CC(=O)NC(c1ccccc1)c1nc(-c2cccc(C#N)c2)cs1 (stereo not drawn)	-2.5	0	8	-7	2	x	-9	0.0
O=C(Nc1ccnn1C1CCN(C(=O)c2ccc(F)c(Cl)c2)CC1)C1CC1	2.0	5	8	-15	-1	-9	0	-0.1

More records follow.
SMILES	CFTR F508del cor	ERp5 inh	GSIS activator	PAX8 reporter	EWS-Fli block	ARNT-TACC3 inh	DENV2 CPE rescue	XiGFP reactiv
Cn1ncc2c1ncn1nc(CCc3ccccc3)nc21	-1.4	-1	-3	x	-61	-7	-12	x
CCCc1cc(=O)[nH]c(SCCN2C(=O)c3ccccc3C2=O)n1	-0.1	4	0	11	-1	-9	-4	0.1
O=C(Nc1ccc(C(=O)NCC2CCN(Cc3ccccc3F)CC2)cc1)C1=CSCCO1	-1.9	-4	5	-32	x	8	-5	0.0
COc1ccc(NC(=S)NC2CCCCC2)c(OC)c1	1.0	3	-6	-4	0	5	11	0.5
O=C(Cn1ncc2c1-c1ccccc1OC2)Nc1ccc(Cl)cn1	-0.4	9	x	3	-4	1	2	0.1
CC(=O)Nc1ccc(S(=O)(=O)Nc2nc(-c3ccc(C(C)(C)C)cc3)cs2)cc1	x	x	8	1	x	0	x	0.0
Cc1ccc(N(C(=O)Nc2ccccc2)C2=NCCC2)cc1	0.1	-11	x	-4	-23	-11	u	0.0
C/C=C/c1cnc2c(c1)C(=O)N([C@H](C)CO)C[C@@H](C)[C@@H](CN(C)C(=O)C1CCC1)O2	-0.5	x	4	x	-6	x	x	-1.2
C[C@H](CO)N1C[C@H](C)[C@H](CN(C)C(=O)Cc2cccnc2)Oc2ncc(C#Cc3ccccc3F)cc2C1=O	2.4	8	-6	x	-7	-2	0	0.0
CCc1ccc(NC(=O)C(=O)N/N=C(\C)CC(=O)NCCOC)cc1	-3.5	1	-4	-13	-10	-11	2	-0.1
COc1ccc(C(=O)C2=NN(C(C)=O)CC2c2ccco2)cc1 (stereo not drawn)	-1.7	-2	1	-23	-34	17	9	0.0
CS(=O)(=O)N(CC(=O)Nc1ccccc1C(=O)N1CCCC1)c1ccc2c(c1)OCO2	1.4	-3	2	22	3	x	-3	-0.1
COc1ccc(-c2noc(CN(C(=O)c3ccc4c(c3)OCO4)C(C)C)n2)cc1	0.0	0	-11	-8	5	2	2	x
CC1CC(=O)C2=C(C1)Nc1nc3ccccc3n1C2c1cccnc1 (stereo not drawn)	4.1	-9	-4	6	8	-2	-7	0.0
CC(NS(=O)(=O)OCC(Cl)(Cl)Cl)c1ccc(C(C)(C)C)cc1 (stereo not drawn)	3.6	1	x	-1	6	1	8	0.0
C(=C\c1ccccc1)/CSc1nc2ncccc2[nH]1	-0.2	3	-4	-54	-36	-7	-2	-0.1
CC1=C(C(N)=O)C(c2ccc(Cl)cc2)n2nc(CCCO)nc2N1 (stereo not drawn)	x	0	-12	-2	8	1	0	0.0
O=C(Cc1ccccc1)Nc1cccc([N+](=O)[O-])c1	x	-2	-3	-13	-4	0	4	0.0
Cc1cc(-c2n[nH]c(=S)n2-c2ccc(F)cc2)nn1C	3.2	-3	-4	-13	11	-2	-1	0.0
CC(C)NC(=O)Nc1cccc2c1O[C@H](CN(C)Cc1ccccc1)[C@@H](C)CN([C@H](C)CO)C2=O	0.3	-3	-2	5	-7	-6	-9	-0.8
COc1ccc(C2(C)ON(c3ccccc3C(F)(F)F)C2=O)cc1 (stereo not drawn)	3.1	-2	x	-12	-3	-2	-17	0.1
CC(=O)NC1CCCc2c1cnn2-c1ccc(C(C)(C)C)cc1 (stereo not drawn)	-0.6	2	-5	13	-10	-4	16	0.1
CO[C@@H]1CN(C)C(=O)c2cc(NS(C)(=O)=O)ccc2OC[C@@H](C)N(C(=O)C2CCOCC2)C[C@@H]1C	-2.8	-3	6	x	2	-7	0	0.3
O=C(COCc1cc(-c2ccc3c(c2)OCO3)on1)N1CCN(c2cccc(C(F)(F)F)c2)CC1	-1.2	3	-35	-6	x	-4	6	0.0
CC(C)C[C@H]1COc2cc(N3CC[C@@H](O)C3)ccc2S(=O)(=O)N1	1.9	2	7	-3	-6	x	-13	0.0

Next section.
SMILES	CFTR F508del cor	ERp5 inh	GSIS activator	PAX8 reporter	EWS-Fli block	ARNT-TACC3 inh	DENV2 CPE rescue	XiGFP reactiv
CCOC(=O)CN1C(=O)CSc2ccc(S(=O)(=O)N3CCCC3)cc21	0.4	6	10	-1	-12	-5	x	-0.2
CC(=O)Nc1ccc(S(=O)(=O)Nc2cccc(-n3c(C)nc4ccccc4c3=O)c2)cc1	1.5	7	7	11	2	2	-4	-0.1
Cc1c(C(=O)O)sc2nc(CSc3nnc(-c4ccc(F)cc4)n3C)[nH]c(=O)c12	-1.8	19	10	4	3	1	1	-0.1
COc1ccc(C2=Nc3ccccc3NC(=O)C2N(CCc2cc(OC)cc(OC)c2)C(C)=O)cc1 (stereo not drawn)	-0.7	0	9	-4	-9	x	u	-0.1
Oc1ccc(Br)cc1C=Nc1cccn2cc(-c3ccccc3)nc12	-0.2	0	26	-55	-72	-3	0	0.0
Cc1ccccc1-c1ccc2c(c1)O[C@H](CN(C)Cc1ccc(C(=O)O)cc1)[C@@H](C)CN([C@H](C)CO)S2(=O)=O	0.4	3	-14	6	-5	2	-1	0.9
CCOC(=O)c1ccc(NC(=S)N(CCN(C)C)Cc2cccs2)cc1	-0.8	1	-8	-7	-9	-5	6	0.0
C[C@@H]1CN([C@@H](C)CO)C(=O)CCCn2nncc2CO[C@H]1CN(C)S(=O)(=O)c1ccc(F)cc1	0.8&-3.2&-1.1	2&3&2	-2&2	-21&-1	-4&5&-1	-1&-4	5&-2&-3	0.1&-0.2
COc1ccc(S(=O)(=O)Nc2ccc3c(c2)C(=O)N([C@H](C)CO)C[C@H](C)[C@@H](CN(C)C(=O)NC2CCCCC2)OCCCC[C@H](C)O3)cc1	-0.1	-2	-6	-7	11	-9	-5	-0.1
COc1cccc(S(=O)(=O)N(C)C[C@H]2OCc3cn(nn3)CCCC(=O)N([C@H](C)CO)C[C@@H]2C)c1	2.5&0.8&-0.6	-2&0	4&-6	5&-15&-11	-7&1&-2	-1	-6&-9	-0.2&-0.4
COc1ccc(/C=N/N2CCOCC2)cc1O	x	x	27	4	x	-2	x	0.0
Cc1ccc(N(CC(=O)N2CCCCCC2)S(C)(=O)=O)c(C)c1	-4.8	0	11	15	-3	x	1	-0.1
O=C(O)CCCCCNc1ncnc2ccc(Br)cc12	-0.2	-5	31	3	-1	6	-4	0.0
C[C@@H]1CN([C@@H](C)CO)C(=O)CCCn2cc(nn2)CO[C@@H]1CN(C)Cc1ccc(C(F)(F)F)cc1	-1.1	x	-7	8	6	x	x	0.2
O=C(c1cncc(Br)c1)N1CCN(S(=O)(=O)c2ccc(Cl)cc2)CC1	-3.4	0	-6	4	3	0	4	0.0
C/C(=N\NC(N)=O)c1ccccc1Cl	-0.7	3	20	6	4	-10	-2	0.0
S=C(NCc1cccnc1)NCc1cccnc1	-2.6	3	10	-1	-7	0	6	0.4
O=C1c2ccccc2-c2ccccc2NC1O (stereo not drawn)	5.0	-6	x	-10	8	x	12	0.0
CC(=O)NC(Cc1ccc(F)cc1)C(=O)N1CCN(C(=O)NCc2ccccc2)CC1 (stereo not drawn)	-0.1	1	3	x	6	-3	3	x
CCC(=O)Nc1ccc2c(c1)OC[C@H](C)N(C(=O)c1ccc(F)cc1)C[C@@H](C)[C@H](OC)CN(C)C2=O	-1.8	4	1	-12	-5	3	-1	0.1
C[C@@H]1CN([C@H](C)CO)C(=O)c2cc(C#C[C@@H](C)O)cnc2O[C@H]1CN(C)C(=O)CC1CC1	-0.9	-1	10	x	-1	-8	4	0.6
